Source: PubChem
Menin MLL FP TR = menin-MLL binding inhibition, Texas Red mutant peptide. O00255. Menin + Texas Red MLL mutant peptide, fluorescence polarization. Potency, µM (top dose mostly 61.6 µM), for the others: top-dose FP activity change, negative = inhibition, usual class: inhibitors. hit rate 0.23% among 270,000; active means well fitted inhibition curve with a large enough effect in the polarisation, with a control signal flat, not every such curve was filed as active; inconclusive means small, poorly fitted or top-dose-only effect, or effect the other way, or a change in a side signal; inactive means no such curve, though single readings can be large or run the other way; the % refers to the polarisation; further: potency means the concentration at half of the fitted maximal effect; % of control where 0% means no effect; many of its hits are not listed in these tables
USP2a block = inhibitors of human ubiquitin-specific protease USP2a. O75604. USP2 core, Ub-CHOP2 coupled fluorogenic reporter, 485/531. Potency, µM (top dose mostly 38.3 µM), without a hit: at the top dose activity change, negative = inhibition, most hits filed as inhibitors. hit rate 0.01% among 330,000. AID 463254;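 further: potency means the concentration at half of the fitted maximal effect; plate controls were DMSO wells for no effect and full inhibition by NEM control for full effect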
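Cell-free coupled assay: 10nM USP2 core preincubated 30min RT with compound in Tris-HCl pH 8.0/CaCl2/CHAPS buffer, then 25nM Ub-CHOP2 and 25nM reporter substrate; fluorescence (Ex 485/Em 531) read after 60min RT, normalized to NEM inhibition, concentration-response curves fitted.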
PKM2 activator = activators of human pyruvate kinase M2 | Potency, µM (top dose mostly 57.5 µM), for the others: at the highest dose activation, most hits filed as activators | P14618 | hit rate 0.34% among 260,000 | purified PKM2, Kinase-Glo ATP luminescence, activation; response scale: 0% is enzyme alone, no compound; further: potency means the concentration at half of the fitted maximal effect; on the % scale 0 is the no-effect control and ±100 the full control effect; nearly all actives have a fitted effect of over 55% in size
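Purified hPK-M2 (>95%) run at intermediate activity with 0.1 mM ADP and 0.5 mM PEP in 50 mM imidazole pH 7.2, KCl, MgCl2; 1 h room temperature. ATP formed read by Kinase-Glo luminescence; normalized to uninhibited and no-enzyme controls.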
MBNL1-CUG inh = inhibitors of human MBNL1 binding to CUG repeat RNA. hit rate 0.036% among 280,000. AID 2675. TR-FRET MBNL1-His/biotin-(CUG)12 binding, 665/545 ratio. Potency, µM (highest dose often 57.5 µM), for inactives: top-dose activity change, negative = inhibition, actives largely listed as inhibitors; active means well fitted inhibition curve with a large enough effect in the signal ratio, with a control signal flat, not every such curve was filed as active; inconclusive means small, poorly fitted or top-dose-only effect, or effect the other way, or a change in a side signal; inactive means no such curve, though single readings can be large or run the other way; the % refers to the signal ratio; further: potency means the concentration at half of the fitted maximal effect; on the % scale 0 is the no-effect control and ±100 the full control effect
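Compounds (final 92 nM to 58 uM) are added to His-tagged MBNL1 and biotin-(CUG)12, then terbium anti-His antibody and streptavidin-XL665 (5 nM final). After 60 min at room temperature, the 665/545 nm ratio is read.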
Mito fusion act = inhibitors of mitochondrial division or activators of mitochondrial fusion; Potency, µM (highest dose often 46.1 µM), inactives show at the top dose growth rescue (activation), most hits filed as activators; AID 485298; S. cerevisiae fusion-defective mutant growth rescue, CellTiterGlo 48 h; hit rate 0.23% among 320,000;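 further: potency means the concentration at half of the fitted maximal effect; % of control where 0% means no effect; nearly all actives have a fitted effect of over 45% in size; temperature-sensitive fusion mutants such as fzo1-1 at 37 °C on non-fermentable ethanol glycerol medium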
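Growth-rescue viability read-out: after 48 h at the non-permissive 37C in glycerol/ethanol YPEG, yeast mitochondrial fusion mutants are measured by CellTiterGlo luminescence; compounds (23 nl pinned per well) restoring growth score as division inhibitors or fusion activators.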
S-ASM inh = blocks human secretory acid sphingomyelinase; P17405; placental ASM, HMU-PC fluorogenic substrate, 60 min; Potency, µM (series often up to 57.5 µM), inactives show top-dose activity change, negative = inhibition, actives largely listed as inhibitors; hit rate 0.006% among 340,000; further: potency means the concentration at half of the fitted maximal effect
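Human placenta-derived ASM enzyme was preincubated with compound for 10 minutes at room temperature, then given fluorogenic substrate HMU-PC0 (9 uM final) for 60 minutes at 37 °C; a pH 10 stop preceded fluorescence reading at Ex 386/Em 447 nm.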
TSHR antag = human thyrotropin receptor antagonism. TSHR-expressing cells, TSH-stimulated cAMP HTRF, 2 h; hits give low values. AID 504810. activity change, negative = inhibition, % at 11.5 µM. hit rate 0.2% among 330,000;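 active means activity change below a set negative limit, meaning inhibition stronger than a set level, cut at about -70% in these data; inconclusive means activity change between two set negative limits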; further: on the % scale 0 is the no-effect control and ±100 the full control effect
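TSHR-expressing cells were treated with compounds, then stimulated with TSH at EC80 (4nM final) for 2 hours at 37 deg C. Cellular cAMP was measured by HTRF competition between lysate cAMP and cAMP-d2 for a cryptate-labelled anti-cAMP antibody.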
BCR signal inh = inhibitors of chronic active B-cell receptor signaling; ABC-DLBCL IkBa-CBG/CBR reporter, luminescence ratio, 4 h; Potency, µM (series often up to 46.1 µM), without a hit: top-dose ratio change, negative = lower green/red ratio, hits mostly inhibitors; hit rate 0.05% among 340,000; active means well fitted inhibition curve with a large enough effect in the signal ratio, with a control signal flat, not every such curve was filed as active; inconclusive means small, poorly fitted or top-dose-only effect, or effect the other way, or a change in a side signal; the % refers to the signal ratio;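 further: potency means the concentration at half of the fitted maximal effect; plate controls were basal doxycycline-induced cells for no effect and cells given 10 µM MG132 for full effect; MG132 reads +100%, hits lower the ratio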
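Doxycycline induced both beetle luciferases in TMD8 lymphoma cells; IKK-driven degradation limits the IkappaBalpha-fused green signal, while red luminescence normalises for cell number and nonspecific effects. Compounds tested up to 46 uM, 4 hrs.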
Eya2 inh = Eya2 (human) phosphatase inhibition; AID 488837; hit rate 0.006% among 330,000; recombinant Eya2, OMFP fluorescence dephosphorylation (OMFP is methylfluorescein phosphate); Potency, µM (series often up to 76.9 µM), inactives show at the top dose activity, negative = inhibition, actives largely listed as inhibitors; further: potency means the concentration at half of the fitted maximal effect; on the % scale 0 is the no-effect control and ±100 the full control effect
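Eya2 (0.2 uM) preincubated 10 min at ambient with compound, then OMFP substrate added at 50 uM; 10 min reaction in 50 mM HEPES pH 7.5, 50 mM NaCl, 5 uM MgCl2, 0.05% BSA, 1 mM DTT. Fluorescence read at Ex 485/Em 525 nm.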
KCNH2 WT inh = inhibitors of human wildtype KCNH2 potassium channel | Q12809 | AID 720551 | U2OS, BacMam KCNH2, thallium flux FluxOr; hits give low values | activity change, % at 1.84 µM | hit rate 0.37% among 340,000;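 active means maximum activity change below -70%; inconclusive means maximum activity change between -70% and -50%; inactive means maximum activity change above -50%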; further: on the % scale 0 is the no-effect control and ±100 the full control effect
Target sequence (Q12809 whole entry, looked up): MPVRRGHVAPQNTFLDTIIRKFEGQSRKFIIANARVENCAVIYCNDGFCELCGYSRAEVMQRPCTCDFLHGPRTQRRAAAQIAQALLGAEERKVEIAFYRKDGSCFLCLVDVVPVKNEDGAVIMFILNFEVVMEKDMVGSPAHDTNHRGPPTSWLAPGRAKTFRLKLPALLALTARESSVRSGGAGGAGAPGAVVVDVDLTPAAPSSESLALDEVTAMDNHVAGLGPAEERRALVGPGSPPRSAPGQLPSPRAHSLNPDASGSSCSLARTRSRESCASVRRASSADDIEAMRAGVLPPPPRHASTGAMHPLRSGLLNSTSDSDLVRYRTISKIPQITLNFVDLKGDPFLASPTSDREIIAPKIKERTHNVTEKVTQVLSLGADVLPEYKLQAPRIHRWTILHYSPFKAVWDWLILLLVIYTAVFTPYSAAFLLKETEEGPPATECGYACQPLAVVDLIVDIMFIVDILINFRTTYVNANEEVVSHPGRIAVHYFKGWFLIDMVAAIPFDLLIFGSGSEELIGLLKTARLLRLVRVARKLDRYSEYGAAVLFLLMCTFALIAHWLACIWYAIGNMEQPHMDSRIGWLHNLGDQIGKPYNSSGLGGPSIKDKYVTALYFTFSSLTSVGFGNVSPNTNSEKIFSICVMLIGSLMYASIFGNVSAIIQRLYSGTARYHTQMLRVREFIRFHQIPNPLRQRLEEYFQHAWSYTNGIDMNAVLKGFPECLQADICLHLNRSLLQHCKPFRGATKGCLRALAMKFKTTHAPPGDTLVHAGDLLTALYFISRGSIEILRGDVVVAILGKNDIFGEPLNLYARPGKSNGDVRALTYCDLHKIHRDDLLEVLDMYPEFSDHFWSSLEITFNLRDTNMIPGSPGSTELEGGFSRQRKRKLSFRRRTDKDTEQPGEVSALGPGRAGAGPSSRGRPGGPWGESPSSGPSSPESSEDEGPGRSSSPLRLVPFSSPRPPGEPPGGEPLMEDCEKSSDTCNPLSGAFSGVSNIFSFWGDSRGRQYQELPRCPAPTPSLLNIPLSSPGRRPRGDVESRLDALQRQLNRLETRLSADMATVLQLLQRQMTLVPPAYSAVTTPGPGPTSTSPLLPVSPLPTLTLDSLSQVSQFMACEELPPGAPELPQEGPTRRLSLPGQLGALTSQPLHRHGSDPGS
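U2OS cells transduced with wild-type KCNH2 virus are loaded with FluxOr dye for 45 min, and thallium flux is measured in kinetic reads before and after stimulation buffer. Rate constants are normalized to DMSO controls.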
GALK inh = inhibitors of human galactokinase. hit rate 0.007% among 270,000. Purified GALK, Kinase-Glo residual ATP luminescence. Potency, µM (top dose mostly 57.5 µM), for the others: top-dose activity change, negative = inhibition, hits mostly inhibitors. AID 1868; further: potency means the concentration at half of the fitted maximal effect; on the % scale 0 is the no-effect control and ±100 the full control effect
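Luminescence from leftover ATP (Ultra-Glo luciferase/luciferin) served as read-out after a 1 h room-temperature reaction of 5 nM GALK with 35 uM ATP and 100 uM galactose.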
Starred values were filed as active, the others as inactive; ? = inconclusive; / = no result given; [ ] = another dose, or the depositor's remark. Unless noted, the call rests on the fitted dose curve; in most records, active means well fitted curve in the direction sought with a large enough effect; inconclusive means small, poorly fitted or top-dose-only effect, or another doubt; inactive means no such curve, though single readings can be large; an effect the other way counts as inactive or inconclusive. A portion of the library; count on the stated rates, not on these rows.

| structure | Eya2 inh | MBNL1-CUG inh | BCR signal inh | Menin MLL FP TR | USP2a block | TSHR antag | GALK inh | S-ASM inh | KCNH2 WT inh | Mito fusion act | PKM2 activator |
| --- | --- | --- | --- | --- | --- | --- | --- | --- | --- | --- | --- |
| COCC(O)CNc1ccccc1 (stereo not drawn) | 3% | / | -2% | -3% | -1% | 6 | 1% | 7% | 2 | 0% | 4% |
| COc1cc(C(=O)NNC(=O)C2CCC2)cc(OC)c1OC | 1% | / | -10% | / | 0% | 4 | / | 3% | -6 | -6% | / |
| CCOC(=O)c1[nH]c2cc(OC)c(OC)cc2c1N | -16% | 16% | -6% | 16% | 1% | -22 | 1% | 19% | -7 | -1% | -2% |
| Cc1cc(O)ccc1Nc1nc2ccccc2nc1Nc1ccc(O)cc1C | 17% | 10% | -1% | 17% | 3% | 12 | 3% | 18% | 1 | 7% | -1% |
| CCCC(=O)NC(c1cccs1)c1cc([N+](=O)[O-])c2cccnc2c1O (stereo not drawn) | 1% | 2% | 11% | ? | -8% | -4 | 1% | -3% | -3 | 1% | -4% |
| O=C(N=Nc1c(O)[nH]c2ccccc12)c1ccc2c(c1)OCO2 | -3% | ? | ? | ? | -1% | -8 | -1% | -8% | 6 | 1% | -35% |
| COc1ccc(Cl)cc1NC(=O)CN1C(=O)CC(C)S(=O)(=O)c2ccccc21 (stereo not drawn) | 1% | -23% | ? | 2% | -10% | 26 | -1% | -5% | -6 | -2% | 8% |
| CCn1c(Cc2ccccc2)nnc1SCC(=O)OC(C)C | 5%[15.4 µM] | 1% | 3% | 3% | 0% | -5 | 1% | 3% | 5 | -6% | -2% |
| Nc1nc(CN2CCN(c3ccccc3)CC2)nc(Nc2ccc(Cl)cc2)n1 | 1% | -6% | -20% | 28% | 3% | -12 | -2% | -5% | 19 | 3% | -4% |
| O=C(NCCOc1cccnc1)c1ccc(OC2CCN(Cc3ccccn3)CC2)cc1 | -6% | -7% | 0% | / | 1% | -10 | 2% | / | / | 1% | -18% |
| CCCOc1ccc(-c2c(C(=O)N/N=C/c3ccc(OC)cc3)nnn2-c2nonc2N)cc1 | 0% | 4% | 12% | -12% | -15% | 3 | -4% | -12% | 1 | 0% | -1% |
| COc1cccc(-c2noc(CCCC(=O)NC3CCCC3)n2)c1 | -11% | 1% | ? | -1% | -1% | -9 | -2% | -1% | -38 | 18% | -4%[0.46 µM] |
| CC(=O)c1c(C)[nH]c(C(=O)CN2C(=O)NC(C)(CCC(C)C)C2=O)c1C (stereo not drawn) | -9% | -4% | 0% | 4% | 3% | 7 | 4% | 1% | -1 | -5% | 1% |
| CCc1ccc(NC(=S)N2CCNC(=O)C2CC(=O)OC)cc1 (stereo not drawn) | 10% | -8% | -2% | 8% | 7% | 1 | 0% | 4% | -2 | -2% | 13% |
| COC(=O)c1ccc(-c2csc(NC(=O)c3ccc(S(=O)(=O)N4CCc5ccccc5C4)cc3)n2)cc1 | -3% | ? | 4% | ? | 0% | 6 | 0% | 4% | 9 | -2% | 0% |
| O=C(/C=C/c1ccccc1)c1ccccc1 | -1% | -18% | ? | 1% | 1% | -30 | 3% | -5% | 0 | -2% | -16% |
| O=C(OCC(=O)c1ccc[nH]1)c1ccc([N+](=O)[O-])cc1 | -5% | / | 4% | / | -5% | -6 | / | -1% | -4 | -2% | / |
| Cc1ccc(C(=O)N/N=C2\CCCc3ccccc32)c(C)c1 | -2% | / | -4% | -15% | 4% | 12 | 2% | 1% | -2 | 4% | -4% |
| COC(=O)/C=C1\N/C(=N\c2nc(C)cc(C)n2)N(c2ccc(Cl)cc2)C1=O | -4% | 0% | ? | / | 0% | 3 | 0% | 5% | -4 | -6% | 0% |
| Cc1nnc2n1NC(c1ccc(Cl)cc1)C(C(=O)N1CCC(C)CC1)S2 (stereo not drawn) | 7% | 4% | 0% | -9% | 2% | 5 | 8% | 6% | 11 | -2% | 3% |
| CCOCCCNC(=O)/C(C#N)=C/c1ccccc1F | 9% | -5% | ? | 4% | 1% | 0 | 3% | -3% | -25 | 12% | -3% |
| O=C(CN1C(=O)S/C(=C\c2ccc(O)cc2)C1=O)c1ccccc1 | -10% | 9% | -6% | ? | -1% | -5 | 11% | -12% | 1 | 1% | -2% |
| O=C(N=C1SC2CS(=O)(=O)CC2N1c1cccc(F)c1)C1CC1 (stereo not drawn) | 1% | -3% | 1% | -3% | 4% | -9 | 7% | 2% | -8 | -1% | / |
| COc1cccc(CN(C)C(=O)c2ccc(N3CCCC3)c([N+](=O)[O-])c2)c1 | -6% | ? | -11% | / | -11% | -47 | -5% | -11% | 7 | 4% | -2% |
| O=C(OCc1ccccc1)c1cnc(Cl)c(Cl)c1 | 13% | -2% | 3% | / | 0% | -10 | 1% | -1% | -4 | -13% | / |
| CC(=O)OCC(OC(C)=O)C(OC(C)=O)C(OC(C)=O)C(=O)Nc1ccc(C)cc1C (stereo not drawn) | 16% | -3% | ? | 0% | -3% | -1 | 10% | 2% | -16 | 1% | -3% |
| Cc1ccc(-c2noc(Cn3nc(C(=O)O)c4ccccc4c3=O)n2)cc1 | -1% | 9% | -3% | ? | 0% | 4 | 9% | -22% | -7 | -5% | / |
| O=C(NCc1nc2ccccc2[nH]1)c1cccs1 | -25% | -1% | 5% | 12% | 1% | 10 | 0% | 1% | 10 | -2% | -1% |
| Cn1cc(S(=O)(=O)N2CCC(C(N)=O)CC2)c(=O)n(C)c1=O | -17% | -8% | -11% | 9% | -3% | -6 | 0% | -3% | -1 | -2% | -25% |
| NC(=O)c1nc[nH]c1C(=O)Nc1cccc(C(F)(F)F)c1 | -2% | / | ? | / | 1% | -6 | / | -2% | 7 | -2% | / |
| CCC(C)N(C(=O)COC(=O)CN=C1NS(=O)(=O)c2ccccc21)C1CCS(=O)(=O)C1 (stereo not drawn) | -4% | / | 0% | / | 1% | 1 | / | 3% | -17 | -3% | / |
| COc1cc(/C=C2/CCC/C(=C\c3cc(O)c(OC)c(Cl)c3)C2=O)cc(Cl)c1O | 10% | 14% | ? | 33%[activator] | 0% | -13 | 0% | -13% | -8 | -2% | 1% |
| COc1ccc(NC(=S)N(CCCN2CCOCC2)Cc2cn(C)c3ccccc23)cc1 | -6% | -2% | ? | 1% | 0% | 4 | -2% | 2% | 2 | -15% | 2% |

Some of the entries so far, as labelled records:
Cn1cc(S(=O)(=O)N2CCC(C(N)=O)CC2)c(=O)n(C)c1=O
  Eya2 inh: -17%
  MBNL1-CUG inh: -8%
  BCR signal inh: -11%
  Menin MLL FP TR: 9%
  USP2a block: -3%
  TSHR antag: -6
  GALK inh: 0%
  S-ASM inh: -3%
  KCNH2 WT inh: -1
  Mito fusion act: -2%
  PKM2 activator: -25%

COc1cc(/C=C2/CCC/C(=C\c3cc(O)c(OC)c(Cl)c3)C2=O)cc(Cl)c1O
  Eya2 inh: 10%
  MBNL1-CUG inh: 14%
  BCR signal inh: ?
  Menin MLL FP TR: 33%[activator]
  USP2a block: 0%
  TSHR antag: -13
  GALK inh: 0%
  S-ASM inh: -13%
  KCNH2 WT inh: -8
  Mito fusion act: -2%
  PKM2 activator: 1%

Retrieved by structure from the entries so far:
| structure | Eya2 inh | MBNL1-CUG inh | BCR signal inh | Menin MLL FP TR | USP2a block | TSHR antag | GALK inh | S-ASM inh | KCNH2 WT inh | Mito fusion act | PKM2 activator |
| --- | --- | --- | --- | --- | --- | --- | --- | --- | --- | --- | --- |
| CC(=O)OCC(OC(C)=O)C(OC(C)=O)C(OC(C)=O)C(=O)Nc1ccc(C)cc1C (stereo not drawn) | 16% | -3% | ? | 0% | -3% | -1 | 10% | 2% | -16 | 1% | -3% |
| COc1cc(/C=C2/CCC/C(=C\c3cc(O)c(OC)c(Cl)c3)C2=O)cc(Cl)c1O | 10% | 14% | ? | 33%[activator] | 0% | -13 | 0% | -13% | -8 | -2% | 1% |
